HSP90 inh = HSP90 inhibitors, primary screen, cell lysate, luminescence; Heat shock protein HSP 90 (rabbit reticulocyte lysate; luciferase refolding); Rabbit reticulocyte lysate, luciferase refolding luminescence, 3 h; inhibition, % at 5.6 µM; 0.91% of 290,000 active; AID 1789, 2009;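 active = inhibition above the screen-wide mean plus 3 SD, computed separately per campaign, cut at about 16% in these data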;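 note: 0% = DMSO wells and 100% = 60 µM geldanamycin wells; inhibitors lower the luminescence because luciferase stays unfolded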
GSK3A inh = blockers of GSK3A enzyme activity – biochemical, luminescence, cell-free homogeneous, HTS, primary screen | 0.1% of 320,000 active | GSK-3 alpha kinase, ADP-Glo luminescence, 60 min | inhibition, % at 10 µM | Glycogen synthase kinase-3 alpha (Homo sapiens), P49840;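 in the data active = inhibition above about 50%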;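 note: GST-tagged GSK-3 alpha with peptide substrate and 25 µM ATP; 0% = DMSO neutral wells and 100% = GW8510 positive control wells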
Target sequence (P49840 whole entry, looked up): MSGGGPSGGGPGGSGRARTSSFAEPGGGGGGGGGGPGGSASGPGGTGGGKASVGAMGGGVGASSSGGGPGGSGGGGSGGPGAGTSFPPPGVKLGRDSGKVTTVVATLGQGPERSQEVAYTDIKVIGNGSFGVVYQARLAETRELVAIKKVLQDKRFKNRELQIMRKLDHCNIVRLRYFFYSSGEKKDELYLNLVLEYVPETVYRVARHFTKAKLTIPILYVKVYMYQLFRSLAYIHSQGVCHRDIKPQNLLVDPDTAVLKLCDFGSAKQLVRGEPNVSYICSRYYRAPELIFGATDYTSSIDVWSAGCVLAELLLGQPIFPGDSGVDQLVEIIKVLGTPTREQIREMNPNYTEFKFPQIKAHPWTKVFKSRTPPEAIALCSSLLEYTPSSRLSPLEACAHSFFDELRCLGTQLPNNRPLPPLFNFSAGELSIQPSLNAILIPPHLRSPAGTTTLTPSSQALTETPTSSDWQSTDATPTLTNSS
HSF-1 act = HSF-1 activators, primary screen, NIH3T3-HGL cells, MG132 stress, luminescence, single point. NIH3T3-HGL HSF-1 luciferase reporter, 8 h; 100% = twice DMSO control signal. activation, % at 9 µM. 1.7% of 300,000 active. AID 504408, 2011;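 active = mean replicate activation of at least 50% with a set share of replicates each reaching 50%; inconclusive = only one of those two conditions met; inactive = mean below 50% and too few replicates reaching it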;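 note: 0% = median of the neutral control wells and 100% = twice that signal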
Platelet DG rel = inhibitors of platelet dense granule secretion, primary screen, cell-based, MLPCN, human platelets; inhibition, %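 (compounds screened at 7.5 µM in platelet-rich plasma)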; human platelet-rich plasma, SFLLRN dense granule ATP release, luminescence; 0.22% of 300,000 active;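 active = mean replicate score, as percent of positive control, at or above 50; inconclusive = mean below 50 but at least one replicate at or above 50; inactive = mean and every replicate below 50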
GSK3beta inhib = human GSK3beta kinase inhibitors, primary screen, biochemical, cell-free homogeneous, HTS. Glycogen synthase kinase-3 beta (Homo sapiens), P49841. GST-GSK3beta kinase, ADP-Glo luminescence, 60 min; active compounds read low. activity score (negative = inhibition), % at 10 µM. AID 2097, 2009. 0.038% of 300,000 active;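 active = more than half of replicate wells score below -50%, meaning over 50% inhibition versus plate controls; inconclusive = some replicates but at most half score below -50%; inactive = no replicate scores below -50%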;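 note: 0% = median DMSO wells and -100% = median GW8510 positive control wells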
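test system = GST-tagged human GSK3beta kinase, cell-free | reagent = 25 µM ATP with peptide substrate | dosing = one dose of 10 µM per compound | schedule = 60 min reaction, RT | detection = luminescent ADP-Glo measurement of ADP formed | control set = DMSO neutral wells and GW8510 at 20 µM as positive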
DYRK1A inh = rat Dyrk1A kinase inhibitors, primary screen, biochemical, single point, plate reader | Dual specificity tyrosine-phosphorylation-regulated kinase 1A (Rattus norvegicus), Q63470 | ADP-Glo luminescence, NFATc1 peptide | inhibition, % at 12.5 µM | 0.43% of 310,000 active; in the data active = inhibition above about 50%;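 note: plate controls were vehicle with enzyme for no effect and no enzyme for full effect; many of its hits are not listed in these tables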
AI-2 QS mod = Vibrio harveyi AI-2 quorum sensing modulators, primary screen, JMH597 strain, luminescence/OD600 ratio; Vibrio harveyi JMH597 AI-2 luminescence/OD600 ratio, 9 h; active compounds read low; strain lacks LuxN and CqsS sensors; 0 = neutral-control median; activity change, % at 7.5 µM; 0.4% of 300,000 active; AID 2094, 2009; in the data active = activity change below about -75%, passing the limit was not always enough; inconclusive = no clear call, values can overlap the other calls;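 note: luminescence divided by OD600 gain over 9 h not by final OD600 alone; inactives centre near 13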
HSF1 inhib = HSF1 inhibitors in luciferase reporter cells, primary screen, cell-based, NIH3T3, luminescence; NIH3T3-HGL HSE-luciferase, MG132-induced, luminescence 8 h; active compounds read low; activity change, negative = inhibition, % at 7.5 µM (by protocol); 0.77% of 300,000 active;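 active = more than half of replicate wells show activity change below -50%, luminescence cut by over half; inconclusive = some wells, but at most half, below -50%; inactive = no replicate well below -50%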;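 note: luciferase reports HSF-1 transcriptional activity via heat shock element; 0% = median of DMSO wells and -100% = zero luminescence signal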
HDAC3 inhib = HDAC3 deacetylase inhibitors, primary screen, biochemical, fluorescence, cell-free homogeneous; recombinant HDAC3, fluorogenic peptide/trypsin coupled; inhibition, % at 8.3 µM; 0.15% of 320,000 active; in the data active = inhibition above about 26%, passing the limit was not always enough; inconclusive = no clear call, values can overlap the other calls
Target sequence (O15379 whole entry, looked up): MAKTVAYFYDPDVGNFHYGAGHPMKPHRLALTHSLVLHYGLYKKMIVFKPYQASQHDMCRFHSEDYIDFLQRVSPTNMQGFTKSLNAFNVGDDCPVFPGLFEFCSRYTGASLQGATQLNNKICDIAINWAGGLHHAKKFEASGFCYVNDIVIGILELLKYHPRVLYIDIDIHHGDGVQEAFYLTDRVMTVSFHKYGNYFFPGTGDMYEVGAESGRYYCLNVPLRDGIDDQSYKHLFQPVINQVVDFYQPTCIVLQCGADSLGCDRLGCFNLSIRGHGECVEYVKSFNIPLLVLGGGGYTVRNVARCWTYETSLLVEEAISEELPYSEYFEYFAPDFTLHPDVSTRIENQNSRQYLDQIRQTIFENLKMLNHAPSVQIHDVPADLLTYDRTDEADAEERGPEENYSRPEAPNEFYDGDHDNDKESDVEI
PolyA inhibitor = polyadenylation inhibitors in yeast reporter cells, primary screen, luminescence, S. cerevisiae. S. cerevisiae SKY197-pL101 polyadenylation reporter, beta-gal luminescence; efflux-impaired pdr1/pdr3 knockout yeast; score 100 = 6 SD above DMSO. calls only at 12 µM. 0.02% of 300,000 active. AID 1875, 2009;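 active = lowest replicate activity score at least 50, where 100 means six control SD above control mean; inconclusive = lowest score under 50 but half or more replicates reach 50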;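 note: yeast exposed to compound for 9 h at 30 °C; higher score means more reporter readthrough which indicates perturbed polyadenylation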
* = called active by the depositor; i = inactive; u = inconclusive; x = no result given.

#	HDAC3 inhib	HSP90 inh	DYRK1A inh	HSF-1 act	GSK3A inh	PolyA inhibitor	GSK3beta inhib	AI-2 QS mod	Platelet DG rel	HSF1 inhib	SMILES
1	-3	2	x	-9	-3	i	3	22	-2	7	NNC(=O)CSc1c(-c2ccccc2)c2cc(Cl)ccc2[nH]c1=O
2	3	2	6	2	-2	i	-1	12	14	-8	COc1ccccc1NC(=S)N(CCCN1CCOCC1)Cc1ccccn1
3	0	7	-2	-2	0	i	1	-31	-4	-2	CCc1ccc(NC(=S)NC2CCN(Cc3ccccc3)CC2)cc1
4	8	-2	2	1	0	i	5	2	1	1	O=C(COC(=O)c1ccc(S(=O)(=O)NCc2ccco2)cc1)NCCC1=CCCCC1
5	1	1	-3	5	-2	i	4	4	13	-2	COc1cc(C(C(=O)NC(C)(C)C)N(Cc2ccccc2)C(=O)c2cnccn2)cc(OC)c1OC (stereo not drawn)
6	2	4	-2	-13	-3	i	-8	0	1	-4	COc1cc(C(=O)NCc2ccccn2)ccc1OCc1c(C)noc1C
7	-9	0	2	-17	5	i	2	21	5	-3	Cc1ccccc1NC(=O)CN1C(=O)N/C(=C\c2ccc(N3CCOCC3)c(F)c2)C1=O
8	1	4	0	9	-1	i	-4	32	1	1	COc1ccc(NC(=O)CSc2nnc(NC(=O)c3ccco3)s2)cc1
9	-1	2	18	-9	3	i	2	7	7	1	O=C1Nc2ncccc2OC1CCO (stereo not drawn)
10	1	x	2	3	-3	i	-1	11	2	-2	CCOc1cc2c(cc1OCC)C(c1ccc(F)cc1)NCC2 (stereo not drawn)
11	2	2	5	-3	-4	i	2	9	-2	4	CCOc1ccccc1NC(=O)CSc1nc2ccccc2nc1N1CCCC1
12	1	1	15	6	-1	i	0	3	3	0	Cc1csc(SCC(=O)Nc2cc(S(=O)(=O)N3CCOCC3)ccc2N2CCOCC2)n1
13	-2	2	1	9	-5	i	-1	30	6	16	O=C(CC1S/C(=N/N=C/c2c[nH]c3ccccc23)NC1=O)Nc1ccccc1 (stereo not drawn)
14	0	-1	0	-22	-4	i	1	-1	1	-1	CC1(C)CC(=O)C2=C(C1)N(Cc1ccco1)C(=O)C2(O)C(F)(F)F (stereo not drawn)
15	-5	1	-1	-31	-1	i	-1	26	1	-9	CN(C(=O)COC(=O)C1c2ccccc2Oc2ccccc21)C1CCS(=O)(=O)C1 (stereo not drawn)
16	u	19*	-9	-96	1	i	2	2	-12	-96*	Cc1nnc(N/N=C/c2cc(C)n(-c3ccc(F)cc3)c2C)n1N
17	-4	2	-2	-10	-2	i	1	6	-2	0	CCOc1ccccc1NC(=O)c1cccc(NC(=O)C2CCCC2)c1
18	11	0	5	10	-3	i	5	14	-2	6	CCOC(=O)C1CCCCN1Cc1cccc(Oc2ccccc2)c1 (stereo not drawn)
19	1	-1	5	10	0	x	-3	35	-2	5	COC(=O)CSc1nnc(-c2cccs2)n1-c1ccc(Cl)cc1
20	9	0	-3	10	10	i	-1	9	0	5	CCN(CC)CCCNC(=S)N1CCN(c2nc(-c3ccccc3)cs2)CC1
21	1	-2	-4	43	-3	i	-3	29	-4	12	CCCCOC(=O)Cn1c(-c2ccccc2)nc2ccccc2c1=O
22	-3	-4	-3	3	3	i	-1	9	13	4	O=C(N/N=C1/CC(c2ccccc2)Oc2ccccc21)C1CC1 (stereo not drawn)
23	-3	3	x	-2	1	i	1	23	-16	-1	O=C(NNC1=Nc2ccccc2SC1)c1cccc([N+](=O)[O-])c1
24	4	-2	-5	8	-1	i	10	11	-4	-9	COc1ccc(CC(=O)N2CC3(C)CC2CC(C)(C)C3)cc1OC (stereo not drawn)
25	6	2	x	17	-4	i	-2	-9	-1	3	CC(NC(=S)NNS(=O)(=O)c1ccc(C(C)(C)C)cc1)c1ccccc1 (stereo not drawn)
26	1	x	9	3	-1	i	3	24	1	-2	Cc1csc(=O)n1CC(=O)OCC(=O)Nc1cc(S(=O)(=O)N2CCOCC2)ccc1Cl
27	8	4	7	22	4	i	-4	x	-9	-3	OCCN1CCN(c2cc(C(F)(F)F)nc3ccccc23)CC1
28	-3	4	2	2	-5	i	2	23	-4	2	COc1ccccc1C(=O)Nc1c2c(nn1-c1cccc(C)c1C)CS(=O)C2 (stereo not drawn)
29	-2	6	-3	7	-3	i	2	-3	-3	-12	CC(C)(C)NC(=O)C1Cc2ccccc2CN1 (stereo not drawn)
30	10	-2	x	31	5	i	-4	19	-15	12	CC1CCCN(C(=O)CCc2nnc(-c3ccc4c(c3)OCO4)o2)C1 (stereo not drawn)
31	-4	-7	4	9	-4	i	1	6	19	-7	COc1ccccc1CCC(=O)OCC(=O)Nc1ccc(C(N)=O)cc1
32	12	-5	31	23	50	i	-16	27	7	20	CCOc1cc(/C=C2\SC(N3CCCC(C)C3)=NC2=O)ccc1O (stereo not drawn)
33	-7	4	-2	-2	-1	i	0	8	-4	-4	C#CC1(NC(=O)NC(=O)c2c(F)cccc2F)CCCCC1
34	-2	33*	2	31	2	i	3	34	-9	6	CCC(=O)Nc1cccc(-c2ccc(N3CCC(C)CC3)nn2)c1
35	-1	-1	-7	3	-1	i	1	-11	9	0	Brc1cccc(OCCOCCn2ccnc2)c1
36	-3	-2	-5	-16	0	i	5	-7	6	-11	Cc1c(CCC(=O)N2CCC(C(=O)NCCCCCC(=O)O)CC2)c(=O)oc2cc3oc4c(c3cc12)CCCC4
37	3	4	3	27	-1	i	-2	10	1	3	O=C1CC(c2ccccc2)CC(=O)C1=CN1CCCC1 (stereo not drawn)
38	-9	1	-3	-3	-26	i	0	9	-3	-4	O=C(NCc1ccccc1)NC1(C(=O)N2CCN(c3ncccn3)CC2)CCCCC1
39	2	3	8	3	2	i	0	1	0	2	CCOCCCNC(=S)N(CCCN(C)C)Cc1cc2cc3c(cc2[nH]c1=O)OCCO3
40	13	3	-4	12	-7	i	1	25	-1	6	COC(=O)c1ccc2c(=O)n(CCCCCC(=O)N3CCN(c4ccccc4)CC3)c(=O)[nH]c2c1

Quoted from the listing:
Platelet DG rel, entry 33 stands at -4
HSF-1 act, entry 37 stands at 27

Eleven entries from above, with one line to a screen.
21: CCCCOC(=O)Cn1c(-c2ccccc2)nc2ccccc2c1=O
22: O=C(N/N=C1/CC(c2ccccc2)Oc2ccccc21)C1CC1 (stereo not drawn)
23: O=C(NNC1=Nc2ccccc2SC1)c1cccc([N+](=O)[O-])c1
24: COc1ccc(CC(=O)N2CC3(C)CC2CC(C)(C)C3)cc1OC (stereo not drawn)
25: CC(NC(=S)NNS(=O)(=O)c1ccc(C(C)(C)C)cc1)c1ccccc1 (stereo not drawn)
26: Cc1csc(=O)n1CC(=O)OCC(=O)Nc1cc(S(=O)(=O)N2CCOCC2)ccc1Cl
27: OCCN1CCN(c2cc(C(F)(F)F)nc3ccccc23)CC1
assay / compound,21,22,23,24,25,26,27
HDAC3 inhib,1,-3,-3,4,6,1,8
HSP90 inh,-2,-4,3,-2,2,x,4
DYRK1A inh,-4,-3,x,-5,x,9,7
HSF-1 act,43,3,-2,8,17,3,22
GSK3A inh,-3,3,1,-1,-4,-1,4
PolyA inhibitor,i,i,i,i,i,i,i
GSK3beta inhib,-3,-1,1,10,-2,3,-4
AI-2 QS mod,29,9,23,11,-9,24,x
Platelet DG rel,-4,13,-16,-4,-1,1,-9
HSF1 inhib,12,4,-1,-9,3,-2,-3

28: COc1ccccc1C(=O)Nc1c2c(nn1-c1cccc(C)c1C)CS(=O)C2 (stereo not drawn)
29: CC(C)(C)NC(=O)C1Cc2ccccc2CN1 (stereo not drawn)
30: CC1CCCN(C(=O)CCc2nnc(-c3ccc4c(c3)OCO4)o2)C1 (stereo not drawn)
31: COc1ccccc1CCC(=O)OCC(=O)Nc1ccc(C(N)=O)cc1
assay / compound,28,29,30,31
HDAC3 inhib,-3,-2,10,-4
HSP90 inh,4,6,-2,-7
DYRK1A inh,2,-3,x,4
HSF-1 act,2,7,31,9
GSK3A inh,-5,-3,5,-4
PolyA inhibitor,i,i,i,i
GSK3beta inhib,2,2,-4,1
AI-2 QS mod,23,-3,19,6
Platelet DG rel,-4,-3,-15,19
HSF1 inhib,2,-12,12,-7

Other records:
#	HDAC3 inhib	HSP90 inh	DYRK1A inh	HSF-1 act	GSK3A inh	PolyA inhibitor	GSK3beta inhib	AI-2 QS mod	Platelet DG rel	HSF1 inhib	SMILES
41	4	-2	-1	58*	-1	i	1	21	2	54	Cc1ccc(-n2ncc3c(N4CCN(c5ccc(F)cc5)CC4)ncnc32)c(C)c1
42	-2	-3	0	14	-4	i	1	18	-1	-3	c1ccc(Cc2noc(CN3CCC(CN4CCOCC4)CC3)n2)cc1
43	-5	6	-9	-13	3	i	1	-2	-14	-4	O=C(NC(=S)NC1CCS(=O)(=O)C1)c1ccccc1Br (stereo not drawn)
44	u	6	5	0	0	i	0	5	11	-1	COc1ccccc1NC(=O)CCc1nnc2ccc(N3CCN(C)CC3)nn12
45	-15	-3	-6	26	-6	i	3	2	-1	1	O=S(=O)(c1ccc(F)cc1)N1CCN(c2ccc(F)cc2)CC1
46	4	-1	2	-4	-1	i	2	0	13	-12	Cc1c(Cl)ccc(S(=O)(=O)N2CCN=C2c2ccccc2)c1Cl
47	0	-1	-3	-2	0	i	3	-1	-1	-1	Cc1cc(C)nc(/N=C2\NC(=O)CC(C(=O)O)N2CCc2c[nH]c3ccccc23)n1 (stereo not drawn)
48	-4	2	10	7	-8	i	-5	4	-2	2	O=C(NCCCN1CCOCC1)c1c(O)c2ccccc2[nH]c1=O
49	1	2	-1	-7	-3	i	0	0	0	-5	O=C(CSc1nc(-c2ccc(F)cc2)cc(C(F)(F)F)n1)NCc1ccco1
50	-2	-3	7	23	-2	i	2	24	0	7	COc1ccc(-c2nc(SCc3ccccc3)n(C(=O)c3ccco3)n2)cc1
51	0	-3	1	-5	4	i	-5	3	-10	-3	CCCCOC(=O)c1ccc(NC(=O)c2cnc3n(c2=O)CCS3)cc1
52	1	71*	12	-80	-5	i	0	18	9	-78*	CC(C)(C)C(=O)Nc1ccc(N=Nc2ccccc2)cc1

Screening data as filed in PubChem BioAssay.

This is a subset; rates above refer to the full screens.
